Compound activity: PubChem, several laboratories
SMARCA2 activ: SMARCA2 (BRM) function activators, primary screen, cell-based, luminescence, high throughput; MG213 cells, MMTV-luciferase reporter, dexamethasone, overnight; activation, % at 9.1 µM; actives 1% (n = 370,000); AID 652017, 2013; in the data active means activation above about 7.8%;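 further: 0% = vehicle wells and 100% = reference activator wells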
GC-A act: GC-A stimulated cGMP production enhancers – HEK293 GC-A cells, cGMP TR-FRET, EC30 ANP, primary screen; actives 0.14% (n = 370,000); 0% at EC30 ANP, 100% saturating ANP; activation, % at 10 µM; Atrial natriuretic peptide receptor 1 (Homo sapiens), P16066; AID 1671463, 2021; in the data active means activation above about 40%
HGIII-sPLA2 inh: human group III sPLA2 inhibitors, primary screen, biochemical, QFRET, BODIPY PC-A2 liposome substrate. QFRET BODIPY PC-A2 liposome hydrolysis, fluorescence. inhibition, % at 12.2 µM. actives 0.56% (n = 370,000). AID 743126, 2013;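 active means inhibition above mean plus 3 SD of compounds lying within the high and low control bounds, cut at about 19% in these data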;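 further: 0% = median of test compound wells and 100% = no enzyme DMSO wells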
Target sequence (Q9NZ20 whole entry, looked up): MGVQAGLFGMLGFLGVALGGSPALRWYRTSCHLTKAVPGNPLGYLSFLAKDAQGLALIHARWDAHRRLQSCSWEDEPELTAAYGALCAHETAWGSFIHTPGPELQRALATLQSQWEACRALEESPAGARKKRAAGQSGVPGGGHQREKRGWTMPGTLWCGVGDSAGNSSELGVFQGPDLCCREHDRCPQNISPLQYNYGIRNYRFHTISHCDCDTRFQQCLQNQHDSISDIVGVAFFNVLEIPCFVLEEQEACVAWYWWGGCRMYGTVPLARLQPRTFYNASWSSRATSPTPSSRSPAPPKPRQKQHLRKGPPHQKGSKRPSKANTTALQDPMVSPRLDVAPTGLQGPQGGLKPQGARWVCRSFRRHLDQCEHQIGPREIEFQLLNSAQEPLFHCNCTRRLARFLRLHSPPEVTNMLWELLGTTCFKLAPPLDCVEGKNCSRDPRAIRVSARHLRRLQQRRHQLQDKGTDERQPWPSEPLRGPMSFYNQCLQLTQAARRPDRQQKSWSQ
DAX1 inh-1: DAX1 (NR0B1) inhibitors on StAR promoter, primary screen, cell-based, luminescence, SF-1 (NR5A1), full-length DAX-1 | HEK293T StAR-luciferase reporter, SF-1/DAX-1 repression relief | inhibition, % at 6.8 µM | actives 1.1% (n = 370,000) | AID 652010, 2013;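 active means inhibition above the mean over all tested compounds plus 3 SD, cut at about 3.6% in these data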;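 further: 0% = DAX-1 cells with DMSO and 100% = cells lacking DAX-1 with DMSO; higher inhibition means more luminescence from relief of DAX-1 repression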
ssDAF-12 act: S. stercoralis DAF-12 nuclear receptor activators, primary screen, cell-based, luminescence, HEK293, GRIP1 co-expression, lit1-tk-luc; HEK293 ssDAF-12/GRIP1 lit1-tk-luc reporter; % of 3 µM dafachronic acid response; activation, % at 6.8 µM; AID 652126, 2013; actives 1% (n = 370,000); Nuclear hormone receptor DAF-12 (Strongyloides stercoralis);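 active means activation above the mean over all tested compounds plus 3 SD, cut at about 0.9% in these data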;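 further: 0% = DMSO-only wells and 100% = 3 µM delta7-dafachronic acid wells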
FXN GAA850 act: FXN promoter activators, primary screen, cell-based, luciferase luminescence, HEK293 lucGAA850; actives 0.56% (n = 360,000); HEK293 lucGAA850 FXN promoter luciferase reporter, 24 h; percent of 10 µM SAHA response; activation, % at 6 µM; AID 540364, 2011;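 active means activation above the average of all compounds screened plus 3 SD, cutoff fixed separately per campaign, cut at about 7.5% in these data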;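 further: 0% = DMSO wells and 100% = 10 µM SAHA wells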
NPR2 activator: human GC-B receptor activators, primary screen, HEK293 GC-B cells, cGMP TR-FRET, EC30 CNP; 0% at EC30 CNP, 100% saturating CNP; activation, % at 10 µM; actives 0.11% (n = 370,000); AID 1920062, 2024;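 active means activation at 10 µM reaching about 35% in either raw or pattern-adjusted values, limit read from the data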
hcDAF12 agonist: H. contortus DAF-12 nuclear receptor activators, primary screen, cell-based, luminescence, HEK293, lit1-tk-luc reporter. HEK293 hcDAF-12 lit1-tk-luc reporter; 0% DMSO, 100% Δ7-dafachronic acid. activation, % at 6.8 µM. actives 1.4% (n = 370,000). AID 652067, 2013;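 active means activation above the mean of all tested compounds plus 3 SD, cut at about 5.5% in these data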;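 further: 100% = response to 3 µM Δ7-dafachronic acid high control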
hgDAF-12 ag: H. glycines DAF-12 receptor agonists, primary screen, cell-based, luminescence, HEK293, GAL4 fusion, UAS-luciferase. HEK293 GAL4-hgDAF12 UAS-luciferase reporter, agonist luminescence; normalized to butyrate control. activation, % at 6.8 µM. actives 1.8% (n = 370,000);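 active means activation above a cutoff set at the mean of all screened compounds plus 3 SD, cut at about 10% in these data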;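 further: 0% = DMSO wells and 100% = sodium butyrate wells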
ADAM10 inh: human ADAM10 inhibitors, primary screen, biochemical, QFRET, HTS; actives 0.62% (n = 370,000); inhibition, % at 7 µM; recombinant ADAM10, EDANS/DABCYL FRET peptide cleavage, 3 h; Disintegrin and metalloproteinase domain-containing protein 10 (Homo sapiens), O14672;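 active means inhibition above a per-campaign cutoff equal to the mean of compounds falling between control-based bounds plus 3 SD, cut at about 20% in these data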;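 further: 0% = DMSO wells while the 100% control is not disclosed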
DAX1 inh-2: DAX1 (NR0B1) inhibitors, primary screen, cell-based, HEK293, Gal4-DAX1, luciferase luminescence. actives 0.99% (n = 340,000). AID 504766, 2011. HEK293 Gal4-DAX1 luciferase reporter. Nuclear receptor subfamily 0 group B member 1 (Homo sapiens), P51843. inhibition, % at 6.75 µM;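 active means inhibition above the mean over all tested compounds plus 3 SD, cut at about 4.2% in these data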;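 further: 0% = DAX1-transfected cells with DMSO and 100% = empty-vector control cells with DMSO; inhibition shows as a rise in luminescence from relieved DAX1 repression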
Target sequence (P51843 207-470 limits assumed): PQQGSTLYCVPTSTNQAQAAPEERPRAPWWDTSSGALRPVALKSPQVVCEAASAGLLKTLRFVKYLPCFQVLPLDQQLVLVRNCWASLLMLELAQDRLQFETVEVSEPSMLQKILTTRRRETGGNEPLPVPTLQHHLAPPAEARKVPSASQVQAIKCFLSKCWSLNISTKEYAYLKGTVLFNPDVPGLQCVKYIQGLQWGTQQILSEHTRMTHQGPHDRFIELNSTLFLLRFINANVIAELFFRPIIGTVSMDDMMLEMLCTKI
Active calls of the source: *; i = inactive; . = not tested or not shown.

Sample of the layout (3 entries):
SMILES	SMARCA2 activ	GC-A act	HGIII-sPLA2 inh	DAX1 inh-1	ssDAF-12 act	FXN GAA850 act	NPR2 activator	hcDAF12 agonist	hgDAF-12 ag	ADAM10 inh	DAX1 inh-2
CCCNc1nc(C)cc(-c2cc(-c3ccccc3)on2)n1	1	-2	6	-0.6	-0.5	2.3	-13	0.3	-0.2	-38	0.3
COC(=O)Nc1ccc(S(=O)(=O)Nc2ccccc2F)cc1	4	1	6	-0.5	-1.4	1.9	7	-0.6	-1.3	12	-0.5
S=c1nc(-c2ccccc2)n(CCCN2CCOCC2)c2c1CCCC2	-1	5	4	-0.1	-1.5	-0.9	4	-0.9	0.6	-7	1.6

The whole of this part, repeating the preview:
SMILES	SMARCA2 activ	GC-A act	HGIII-sPLA2 inh	DAX1 inh-1	ssDAF-12 act	FXN GAA850 act	NPR2 activator	hcDAF12 agonist	hgDAF-12 ag	ADAM10 inh	DAX1 inh-2
CCCNc1nc(C)cc(-c2cc(-c3ccccc3)on2)n1	1	-2	6	-0.6	-0.5	2.3	-13	0.3	-0.2	-38	0.3
COC(=O)Nc1ccc(S(=O)(=O)Nc2ccccc2F)cc1	4	1	6	-0.5	-1.4	1.9	7	-0.6	-1.3	12	-0.5
S=c1nc(-c2ccccc2)n(CCCN2CCOCC2)c2c1CCCC2	-1	5	4	-0.1	-1.5	-0.9	4	-0.9	0.6	-7	1.6
COc1ccc(-c2[nH]ncc2CN(C)Cc2cccnc2)c(F)c1	0	1	4	-0.1	-0.9	0.4	8	-1.4	0.8	-4	0.2
CC(=O)N1CCN=C1SCc1cccc(F)c1	0	3	-1	0.6	-1.0	2.5	-1	-1.8	-0.9	3	0.5
O=C1NC(O)(c2ccccc2)Oc2ccccc21 (centres undefined)	2	1	0	0.2	-0.3	1.5	1	0.1	0.3	5	1.7
CCCC(=O)Nc1ccc(C(N)=O)cc1	-1	2	9	0.6	-0.7	-1.2	-2	-1.0	-1.1	-9	-0.5
CCSc1nnc(-c2cc(Br)ccc2N=Cc2c(C)[nH]n(-c3ccccc3)c2=O)c(=O)[nH]1	-4	-6	5	-0.1	-1.2	-1.4	-4	0.5	4.4	-6	-0.7
COc1ccccc1OCC(=O)N/N=C1\CCc2ccccc21	0	-4	8	0.7	-0.8	1.2	-1	0.3	3.1	4	0.7
O=C(NCc1ccc(F)cc1)c1ccc(CNc2c(N3CCOCC3)c(=O)c2=O)cc1	-4	-4	6	0.6	-0.7	1.7	-5	-0.8	1.4	-1	-0.3
COc1cccc(N2CC(C(=O)Nc3nnc(SCC(=O)NCC4CCCO4)s3)CC2=O)c1 (centres undefined)	5	2	-9	-0.2	-1.5	-0.6	3	-0.4	-2.8	-6	0.5
CC1OC(Oc2ccc3ccc(=O)oc3c2-c2c(O)ccc3cc(Oc4ccc5ccc(=O)oc5c4)c(=O)oc23)C(O)C(O)C1O (centres undefined)	0	0	1	-0.3	-0.9	1.9	1	-0.9	-0.5	-52	-0.4
CCC(C)[C@H](NC(=O)c1cc2cc(Cl)ccc2n1C)C(=O)N1CCC(C(=O)O)CC1 (some centres undefined)	-2	6	3	-0.1	-1.0	-0.7	-6	-1.6	-0.1	-10	1.3
C#CC(=O)N(c1cccc(OC)c1)C(C(=O)NC1CCCC1)c1cccs1 (centres undefined)	-11	-27	1	-0.4	-1.2	-17	-17	-5.4	-15	-2	-4.1
CSCC[C@@H](C(=O)NCc1cccs1)N1Cc2ccccc2C1=O	-2	-2	5	-0.2	-0.7	1.2	-2	-0.2	2.3	-9	0.6
Nn1c(SCC(=O)Nc2ccc(N3CCOCC3)cc2)nnc1-c1ccccc1F	0	-1	6	2.7	0.0	3.5	2	0.3	6.3	-7	1.0
O=C(CN1C2=NCCN2c2ccccc21)c1ccc(Br)s1	0	-2	-69	1.2	-1.9	-0.2	-7	0.2	0.9	-5	-0.3
Cc1c(C(=O)N2CCOCC2)sc(NC(=O)c2ccccc2F)c1C#N	-2	-1	-1	-0.1	-0.5	0.3	-1	-2.4	-3.1	2	-0.1
O=C(NCCS(=O)(=O)N1CCN(c2ccccc2)CC1)c1ccc2c(c1)OCO2	0	1	-4	0.5	-0.6	0.2	2	0.2	-1.4	-4	0.0
Cc1ccc(-c2noc(CSc3nnc(-c4ccncc4)n3-c3ccc(F)cc3)n2)cc1	2	-11	-6	-1.0	-1.6	-2.3	-8	-1.7	-0.8	-2	-1.1
COc1cccc(C(=O)NC(=S)Nc2ccc(N3CCCC3)cc2)c1	-2	-2	16	-1.3	-1.4	0.9	-2	0.9	3.0	32*	1.2
Cc1ccc(NC(=O)CCn2cccc2)cc1F	-1	5	-24	-0.1	-0.8	-2.8	-6	-1.3	0.9	1	0.3
CCS(=O)(=O)N1CCN(C(=O)COc2ccc(-c3ccccc3)cc2)CC1	-3	6	-7	-1.1	-1.4	2.7	-8	-0.2	0.4	-3	0.2
CCOC(=O)N1CCN(C2=Nc3cccc4cccc2c34)CC1	4	3	2	0.3	-1.0	-0.1	-6	-1.4	-0.1	-77	-0.4
COc1ccc(-c2cn[nH]c2-c2ccc(O)cc2O)cc1OC	-1	2	-6	-0.1	-0.5	0.9	-2	-1.8	1.8	-7	0.1
CC(CCc1ccccc1)NC(=O)C1CCN(C(=O)c2sccc2-n2cccc2)CC1 (centres undefined)	-1	-1	5	-2.1	-1.2	-2.1	6	1.6	-0.6	-6	1.0
O=C(Cn1cc2c(n1)CCCC2)NCCc1ccccc1	1	-1	-1	0.2	-0.7	2.1	1	-1.6	0.0	0	1.4
COc1ccc(NC2CCCN(C(=O)CCCN3CCCCC3=O)C2)cc1 (centres undefined)	0	1	5	0.7	-1.8	2.3	-2	-1.0	0.4	-5	0.4
CC1(C)OC(=O)C(C(c2ccccc2)C(C#N)C(N)=O)=C(O)O1 (centres undefined)	-1	4	1	0.2	-1.2	-1.4	-6	-1.2	1.1	0	-0.7
OC[C@H]1O[C@@H](n2cnc3c(NCc4ccco4)ncnc32)[C@H](O)[C@@H]1O	0	0	2	-3.8	-2.1	-5.3	-1	-4.6	2.6	0	-3.7
O=C(O)c1c[nH]c2ccc(S(=O)(=O)N3CCOCC3)cc12	-7	1	6	0.1	-1.1	-0.2	5	0.3	0.7	-2	0.3
O=C(CCN1C(=O)C2CCCCC2C1=O)N1CCN(S(=O)(=O)c2c(F)cccc2F)CC1 (centres undefined)	-1	5	1	0.4	-0.6	-0.9	3	-1.8	2.5	-9	-0.6
CCc1ccc([C@@H]2C[C@H]3CN(Cc4ccccc4OC)C(=O)[C@]34CCCN24)cc1	-3	-2	1	-0.6	-1.2	-0.2	0	-4.3	-4.7	-9	1.2
Cc1ccc(Cl)c(OC(=O)c2nn(C(C)C)c(=O)c3ccccc23)c1	-4	-7	3	0.5	0.3	0.4	1	0.2	2.0	-6	-0.5
COc1ccccc1CN1CCNC(=O)C1CC(=O)NCc1c(C)n[nH]c1C (centres undefined)	0	-3	2	0.4	-1.2	1.4	5	-0.3	-1.9	-7	1.0
Cc1cc(=O)oc2cc(OC(C)C(=O)NCC3CCCO3)ccc12 (centres undefined)	-4	-2	0	0.1	-2.1	1.5	2	0.0	0.0	-92	0.3
COC(=O)c1nc2n(n1)C(c1ccc(OC)c(OC)c1OC)C1=C(CCCC1=O)N2 (centres undefined)	1	3	0	0.2	-1.7	-0.9	-5	0.4	-1.4	6	0.3
CC(C)(C)c1ccc(NC(=O)c2cc[n+]([O-])cc2)cc1	-5	-5	10	0.6	-0.6	0.3	5	-1.6	2.4	-6	-1.8
Cc1[nH]n(-c2ccc([N+](=O)[O-])cc2)c(=O)c1C=NCCc1ccc(S(N)(=O)=O)cc1	-1	-1	6	-0.2	-1.4	3.1	-10	0.5	4.2	5	.
O=C(NCc1ccco1)C(=O)NCC1OCCN1S(=O)(=O)c1ccc(Cl)cc1 (centres undefined)	-2	3	-1	0.6	-0.4	-2.3	1	0.9	0.7	-8	0.3
COc1ccccc1/C=N/NC(=O)c1ccc(C)nc1	0	3	-2	0.1	-0.9	1.5	-1	0.0	2.5	-5	0.0
O=C(COC(=O)c1ccc(-c2ccc([N+](=O)[O-])cc2)o1)NC(=O)NC1CCCCC1	-3	-3	-14	0.0	-1.1	0.4	-4	-1.6	7.7	-1	-0.3
Cn1c(=O)c2[nH]c(=S)n(Cc3ccccc3)c2n(C)c1=O	-3	-1	23*	-0.3	-0.7	0.5	-6	-0.1	1.0	-7	0.4
Cc1ccc(CN2CCCCC(NC(=O)c3ccccc3C)C2=O)cc1 (centres undefined)	-1	1	9	-0.8	-1.2	.	-3	-2.5	0.9	-7	.
COC(=O)c1cc(C2(c3c[nH]c4ccccc34)CCN(C(=O)OC(C)(C)C)CC2)n2ccccc12	1	-4	-25	-0.8	-0.8	.	4	0.6	2.0	-458	.
CCOC(=O)C(CC)(CC)C(=O)/C=C/c1ccc(Br)cc1	-2	-3	9	-1.3	-1.2	1.6	2	-2.6	-1.8	7	-1.7
Cc1cc(C)cc(OCC(=O)OCc2cc([N+](=O)[O-])cc3c2OCOC3)c1	-4	-9	14	0.7	-1.4	-1.2	-5	-1.3	3.2	-1	0.6
CCOC(=O)c1c(NC(=O)c2ccco2)n(C2CCCCC2)c2nc3ccccc3nc12	-4	1	1	-2.4	-1.4	-1.0	-2	0.1	-5.4	i	2.3
CCn1c(NC(=O)C2CCCCC2)nc2ccccc21	-6	7	2	-0.5	-0.5	1.1	2	-0.8	-0.3	5	0.5
COC(=O)[C@]12CCCCC=C1N(CCC1=CCCCC1)C(=O)[C@H](CC(=O)NCc1ccc(C)o1)C2	2	0	-16	-0.1	-1.2	.	-2	-2.8	0.9	3	.
CC(=O)Nc1c(-c2ccccc2)nc2ncccn12	-2	0	-1	0.6	-0.8	1.3	3	1.5	0.8	i	1.1
N#CCCN(Cc1cccnc1)C(=O)Nc1ccc(Cl)c(Cl)c1	-1	-1	4	-0.7	-1.0	1.4	-2	-2.1	-0.4	7	2.0
COc1ccc(-c2csc(N(CCCN(C)C)C(=O)c3ccccc3Cl)n2)cc1	-2	-25	-10	0.0	-1.2	-3.6	-17	-0.3	4.1	11	0.3
